# GALK inh: blocks human galactokinase activity | Purified GALK, Kinase-Glo residual ATP luminescence | P51570 | hit rate 0.007% among 270,000 | AID 1868 | Potency, µM (titrated, usually from 57.5 µM), inactives show at the top dose activity change, negative = inhibition, most hits filed as inhibitors; further: potency means the concentration at half of the fitted maximal effect; on the % scale 0 is the no-effect control and ±100 the full control effect
# Target sequence (P51570 whole entry, looked up): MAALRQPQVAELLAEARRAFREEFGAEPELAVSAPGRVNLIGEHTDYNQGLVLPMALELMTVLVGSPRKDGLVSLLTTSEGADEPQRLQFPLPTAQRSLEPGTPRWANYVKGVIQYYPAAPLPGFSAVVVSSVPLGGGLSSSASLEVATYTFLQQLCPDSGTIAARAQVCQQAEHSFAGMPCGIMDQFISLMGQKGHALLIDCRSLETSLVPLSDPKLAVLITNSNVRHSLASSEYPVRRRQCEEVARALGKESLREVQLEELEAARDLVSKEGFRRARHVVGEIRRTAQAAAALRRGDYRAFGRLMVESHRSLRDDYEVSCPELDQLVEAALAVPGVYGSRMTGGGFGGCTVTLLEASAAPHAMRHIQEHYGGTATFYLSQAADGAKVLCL
#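 Compounds were pin-transferred into ATP buffer (35 uM final), then GALK plus galactose (5 nM, 100 uM final) was added. After 1 h at room temperature, Kinase-Glo Plus was added and luminescence read after 10 min.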
# CXXC DNA block: inhibitors of human MLL CXXC domain-DNA interaction; Q03164; MLL-CXXC / FITC-HOXA9 DNA fluorescence polarization; Potency, µM (top dose mostly 115 µM), for the others: at the top dose activity change, negative = inhibition, hits mostly inhibitors; hit rate 0.037% among 290,000; AID 2662; active means well fitted inhibition curve with a large enough effect in the polarisation, with a control signal flat, not every such curve was filed as active; inconclusive means small, poorly fitted or top-dose-only effect, or effect the other way, or a change in a side signal; inactive means no such curve, though single readings can be large or run the other way; the % refers to the polarisation; further: potency means the concentration at half of the fitted maximal effect
#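 Fluorescence polarization: 7 uM MLL-CXXC (stock) preincubated 5 min with compounds, then 50 nM fluorescein-HOX-A9 DNA (stock) added; 30 min ambient. Buffer 50 mM Tris-HCl pH 7.5, 50 mM NaCl, 1 mM DTT, 0.05% BSA.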
# Chronic BCR inh: chronic active BCR signaling inhibition. ABC-DLBCL IkBa-CBG/CBR reporter, luminescence ratio, 4 h. Potency, µM (titrated, usually from 46.1 µM), inactives show top-dose ratio change, negative = lower green/red ratio, most hits filed as inhibitors. hit rate 0.05% among 340,000. AID 493014; active means well fitted inhibition curve with a large enough effect in the signal ratio, with a control signal flat, not every such curve was filed as active; inconclusive means small, poorly fitted or top-dose-only effect, or effect the other way, or a change in a side signal; the % refers to the signal ratio;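 further: potency means the concentration at half of the fitted maximal effect; plate controls were basal doxycycline-induced cells for no effect and cells given 10 µM MG132 for full effect; MG132 reads +100%, hits lower the ratio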
#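 TMD8 ABC-DLBCL cells carrying doxycycline-inducible green luciferase fused to IkappaBalpha plus unfused red luciferase were exposed to compounds (up to 46 uM) for 4 hrs at 37C. Activity came from the overlap-corrected green/red luminescence ratio.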
# Tb PFK block: T. brucei PFK enzyme inhibition | T. brucei PFK, ADP-Glo luminescence | hit rate 0.17% among 330,000 | O15648 | Potency, µM (top dose mostly 57.5 µM), inactives show at the top dose activity, negative = inhibition, usual class: inhibitors;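 further: potency means the concentration at half of the fitted maximal effect; 0% = uninhibited 1x PFK enzyme wells and -100% = no-enzyme wells; nearly all actives have a fitted effect of over 60% in size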
# Target sequence (O15648 whole entry, looked up): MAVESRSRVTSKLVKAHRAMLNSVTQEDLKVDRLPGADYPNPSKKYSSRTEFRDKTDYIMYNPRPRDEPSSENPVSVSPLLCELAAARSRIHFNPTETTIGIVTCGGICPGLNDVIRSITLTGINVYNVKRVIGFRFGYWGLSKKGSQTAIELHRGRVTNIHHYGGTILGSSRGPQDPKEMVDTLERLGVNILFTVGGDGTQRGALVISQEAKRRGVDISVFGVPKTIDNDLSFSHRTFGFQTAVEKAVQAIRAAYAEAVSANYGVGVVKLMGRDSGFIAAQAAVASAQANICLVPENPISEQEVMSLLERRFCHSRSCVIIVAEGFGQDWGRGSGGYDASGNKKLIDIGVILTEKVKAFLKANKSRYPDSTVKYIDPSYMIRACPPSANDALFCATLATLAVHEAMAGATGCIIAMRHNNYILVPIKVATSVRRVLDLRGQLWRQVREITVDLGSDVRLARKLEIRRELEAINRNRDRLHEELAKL
#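 Luminescent ADP detection (ADP-Glo, two-step: ATP depletion then ADP-to-ATP conversion for luciferase) reported PFK activity after 45 min room-temperature reaction of 1.25 nM enzyme with 0.5 mM F6P and 0.1 mM ATP at pH 8.0.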
# TCR act: T cell receptor activation; primary human leukocytes, anti-CD3, IL-2 HTRF, 48 h; Potency, µM (highest dose often 9.22 µM), inactives show at the highest dose activation of IL-2 secretion, most hits filed as activators; 330,000 tested, under 10 active; further: % of control where 0% means no effect
#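 Activity was scored as IL-2 release from primary human leukocytes given only a TCR signal (a-CD3 beads) plus compound for 48 hr. Detection used a two-antibody HTRF format read at 665nm.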
# Coupling enz: inhibits coupling enzyme system, counter-screen for aldolase hits | coupling enzyme system counterscreen, AmpLite Red fluorescence | activity change, negative = inhibition, % at 58.2 µM, hits read low | hit rate 0.67% among 290,000 | AID 2472; in the data active means activity change below about -30%; further: on the % scale 0 is the no-effect control and ±100 the full control effect
#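 Activity here indicates interference with the coupling reaction, not aldolase inhibition. Compounds at 57.5 uM final met coupling enzymes for 10 min at RT; substrate and AmpLite Red detection followed, with a 525/598 nm fluorescence read after 20 min.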
# KCNH2 WT inh: blocks the wildtype human KCNH2 potassium channel; hit rate 0.37% among 340,000; Q12809; U2OS, BacMam KCNH2, thallium flux FluxOr; active compounds read low; activity change, % at 1.84 µM;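 active means maximum activity change below -70%; inconclusive means maximum activity change between -70% and -50%; inactive means maximum activity change above -50%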; further: on the % scale 0 is the no-effect control and ±100 the full control effect
#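 U2OS cells transduced with wild-type KCNH2 virus are loaded with FluxOr dye for 45 min, and thallium flux is measured in kinetic reads before and after stimulation buffer. Rate constants are normalized to DMSO controls.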
# AT treatment: candidate therapy for ataxia-telangiectasia; […] A-T fibroblasts, KAP-1 phosphorylation AlphaLISA; neocarzinostatin DNA damage 30 min before lysis; Potency, µM (top dose mostly 57.5 µM), without a hit: at the top dose activation, most hits filed as activators; hit rate 0.19% among 320,000; AID 485349; further: potency means the concentration at half of the fitted maximal effect; % of control where 0% means no effect; nearly all actives have a fitted effect of over 45% in size
#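 ATM-like activity read as KAP-1 phosphorylation via AlphaLISA donor/acceptor antibody pairs after lysis and 6 hr at 25C. Cells were ATM-null patient fibroblasts ([…], hTERT), dosed 60 min, then exposed to the DSB inducer NCS for 30 min.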
# TSHR antag: blocks TSH signaling through the human TSH receptor | P16473 | hit rate 0.2% among 330,000 | AID 504810 | activity change, negative = inhibition, % at 11.5 µM | TSHR-expressing cells, TSH-stimulated cAMP HTRF, 2 h; active compounds read low;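 active means activity change below a set negative limit, meaning inhibition stronger than a set level, cut at about -70% in these data; inconclusive means activity change between two set negative limits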; further: on the % scale 0 is the no-effect control and ±100 the full control effect
#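 Freshly harvested TSHR cells receive pin-tooled compound, then EC80 TSH at 4nM final. After 2 hours at 37 deg C, antibody in lysis buffer and cAMP-d2 are added; 30 minutes at ambient temperature precede the HTRF read.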
# Giardia killer: Giardia lamblia killing | activity change, % at 7.66 µM, hits read low | hit rate 0.15% among 340,000 | Giardia lamblia trophozoite viability; in the data active means activity change below about -80%; inconclusive means between about -30% and that limit;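 further: parasites exposed to compound for two days anaerobically before the ATP read; on the % scale 0 is the no-effect control and ±100 the full control effect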
#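 Trophozoite viability was measured as ATP-dependent luminescence, read 15-30 min after reagent addition. Before that, parasites at 100 cells/well were exposed to compounds for 48 h, anaerobically, at 37 deg C.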
# Numbers without * were called inactive; ? = inconclusive; nt = no result given; [ ] = dose if it differs, or a comment. Unless noted, the call rests on the fitted dose curve; in most records, active means well fitted curve in the direction sought with a large enough effect; inconclusive means small, poorly fitted or top-dose-only effect, or another doubt; inactive means no such curve, though single readings can be large; an effect the other way counts as inactive or inconclusive.
structure,Tb PFK block,GALK inh,Chronic BCR inh,TSHR antag,AT treatment,CXXC DNA block,KCNH2 WT inh,TCR act,Giardia killer,Coupling enz
CCOC(=O)c1c(C)[nH]c(C(=O)OCc2ccc(F)cc2)c1C,1%,-3%,?,-8,nt,16%,0,3%,-29,nt
CC(C)OCCCN1C(=O)c2ccccc2C1C(=O)NC1CCCCC1 (stereo not drawn),1%,-1%,-3%,8,-10%,-8%,-12,3%,14,2
O=[N+]([O-])c1cccc(-c2nc(-c3cccs3)c(-c3cccs3)[nH]2)c1,8%,-4%,?,17,-4%,5%,2,1%,-8,1
O=C(O)c1ccc(NC(=S)NC(=O)c2ccc(-c3ccccc3)cc2)cc1,3%,4%,?,-11,7%,?,9,-4%,-16,20
C/C(=N\NC(=O)c1ccccc1)c1ccc(N2CCCCC2)cc1,-7%,2%,?,-2,-1%,-2%,-17,-4%[46.1 µM],-19,2
O=[N+]([O-])c1cc(/C=N/Nc2nc3ccccc3[nH]2)c(O)cc1O,0%,-1%,?,-19,-5%,1%,-4,0%[46.1 µM],12,-3
CCC(=O)Nc1cccc(C(=O)/C=C/c2cc(Br)ccc2OC)c1,2%,-5%,?,-21,35µM*,3%,-15,-2%,-19,0
N#CC(C#N)=C1C(=O)N(CCN2CCCCC2)c2ccccc21,-12%,3%,?,8,2%,-9%,0,-1%,12,-6
O=C(/C=C/c1ccc2c(c1)OCO2)NCCSCc1c(Cl)cccc1Cl,-4%,0%,?,-26,8%,7%,-6,1%[46.1 µM],10,-4
CCN(CC)CCN(Cc1cc2cc3c(cc2[nH]c1=O)OCCO3)C(=S)NCC(C)C,1%,-2%,-15%,-10,-11%,41%[activator],25,nt,-13,-1
CCOc1ccc(Oc2ccccc2NC(=O)C2=COCCO2)cc1,3%,nt,-7%,-4,11%,nt,35,2%,5,nt
Cc1ccc(-c2cc(-c3nnc(SCC(=O)NCC(C)C)n3N)c3ccccc3n2)cc1,6%,1%,4%,18,7%,5%,-2,-5%,3,2
O=c1[nH]cnc2scc(-c3ccsc3)c12,-1%,4%,3%,-9,-8%,6%,7,0%,-12,-3
COc1ccc(S(=O)(=O)N2CCOCC2)cc1NC(=O)CC1CC2CCC1C2 (stereo not drawn),-5%,nt,4%,-3,4%,nt,4,-2%,0,nt
COc1ccc(/C=C2/SC(=O)N(NS(=O)(=O)c3ccccc3)C2=S)cc1OC,14%,-7%,?,-22,0%,-2%,-22,5%,-7,7
C=CCn1c(-c2cc3cccc(OC)c3o2)n[nH]c1=S,6%,10%,-25%,-3,-6%,3%,7,2%,12,-1
O=C(NCCc1ccc(Cl)cc1)C1CCN(c2ncccn2)CC1,-9%,3%,4%,3,5%,-2%,-10,8%,3,2
COc1ccc(C2c3c(ccc4ccccc34)Oc3ncn4nc(Cc5ccc(OC)c(OC)c5)nc4c32)cc1 (stereo not drawn),-10%,3%,4%,5,2%,4%,nt,0%[46.1 µM],nt,1
O=C(O)CC1(CC(=O)Nc2ccc(Br)cc2)CCCCC1,0%,-2%,?,13,1%,22%,-5,nt,2,6
Cc1ccc(-n2nc3c(=O)n(CC(=O)NCc4ccccc4Cl)nc(C)c3c2C)cc1,2%,-3%,1%,-4,8%,4%,-2,1%,17,nt
CCOc1cc(/C=N\NC(=O)c2c(C)nc3ccccn23)ccc1O,-1%,-2%,?,-5,10%,-14%,2,nt,-7,-3
COc1ccc(COC(=O)c2ccc(N3CCCC3=O)cc2)cc1F,0%,7%,?,-9,5%,2%,11,-4%,-2,0
CCOC(=O)CSc1ncnc2c1cnn2-c1ccc(C)cc1C,-6%,1%,10%,-9,-2%,-2%,-2,2%,-4,2
O=C(NCCc1ccc(F)cc1)C1CCCCC1,-10%,7%,?,2,-2%,-17%,4,-5%,5,-3
CC(C)N1CC=C2C(C#N)=C(N)C(C#N)(C#N)[C@H](c3ccoc3)[C@H]2C1,-4%,-4%,10%,-30,6%,?,nt,nt,nt,-16
COc1ccccc1NC(=O)c1ccc(NC(=O)c2cc3c(s2)CCC3)cc1,-2%,1%,3%,-30,2%,2%,2,0%[46.1 µM],?,0
COc1ccc(NC2c3ccccc3C(=O)N2Cc2ccc3c(c2)OCO3)cc1 (stereo not drawn),1%,1%,0%,-3,1%,0%,0,-8%,-16,0
COc1cc(C2Nc3ccc4ccccc4c3C3=C2C(=O)CC(C)(C)C3)ccc1OCC(=O)O (stereo not drawn),1%,-1%,2%,4,14%,-18%,4,1%,15,-2
C[C@H](CO)N1C[C@H](C)[C@@H](CN(C)Cc2ccncc2)Oc2c(NS(=O)(=O)c3ccc(F)cc3)cccc2C1=O,6%,nt,4%,-11,3%,nt,3,-7%,7,nt
COc1ccc(N2CCN(C(=O)NCc3ccc(OC)c(Cl)c3)CC2)cc1,0%,-2%,-6%,0,-3%,22%,4,2%,6,2
Cc1cccc(C)c1NC(=O)CSc1nnc(C)n1CC1CCCO1 (stereo not drawn),4%,0%,0%,-7,8%,-19%,4,-4%,21,0
COc1cccc(CNC(=O)c2nnn(CC(=O)Nc3ccc(C)c(C)c3)c2N)c1,-5%,7%,0%,0,10%,-10%,0,1%,-17,2
Cc1cccc(C)c1NC(=S)NN(Cc1ccccc1)c1ccccc1,-16%,1%,-2%,1,5%,19%,-5,9%,12,2
CCOc1ccc(S(=O)(=O)Nc2ccc(C(=O)N/N=C/c3c(C)nn(-c4ccccc4)c3N3CCCC3)cc2)cc1,-2%,2%,-14%,-6,-4%,19%,-6,2%[46.1 µM],-24,2
O=C(CSc1nnc(COc2ccccc2)n1-c1ccccc1)c1cccs1,1%,0%,-5%,-25,11%,-2%,3,-4%,4,1
CCC1(CC)NC(=O)N(CC(=O)NCc2ccc3c(c2)OCO3)C1=O,4%,0%,?,13,-1%,17%,9,0%,-18,1
CCOC(=O)C1CCCN(c2c(NCCCN(C)Cc3ccccc3)c(=O)c2=O)C1 (stereo not drawn),1%,-1%,0%,3,nt,-3%,1,nt,38[activator],3
CCN1C(=O)/C(=C/c2ccc(C)s2)NC1=S,2%,0%,?,4,-6%,-1%,-11,-10%,7,0
COc1cccc(NC(=O)CN(C)C(=O)CCCc2c[nH]c3ccccc23)c1,0%,nt,?,-1,-4%,nt,-5,-1%,11,nt
CC(C)CNC(=O)c1c(N)n(/N=C/c2ccccn2)c2nc3ccccc3nc12,-2%,-4%,9%,6,-8%,-4%,-4,3%,9,4
O=C(CCC1CCN(C(=O)c2cncs2)CC1)Nc1ccccc1,-14%,-3%,-6%,1,12%,-3%,4,5%,-15,nt
Cc1onc(-c2ccccc2)c1C(=O)Nc1ccncc1,-8%,-1%,5%,2,5%,2%,-28,4%,-2,-1
N#Cc1ccccc1OCC(=O)NNC(=O)CNC(=O)c1ccc(Br)o1,0%,nt,-9%,-8,-4%,nt,2,0%,8,nt
COc1ccccc1C1C(C#N)=C(N)Oc2c1c(-c1ccccc1)nn2-c1ccccc1 (stereo not drawn),3%,1%,17%,-10,-8%,-2%,-35,-1%[46.1 µM],-20,7
COc1ccc(-c2cc(-c3cccnc3)c(C#N)c(N)n2)cc1,-1%,nt,-3%,-8,5%,4%,0,1%,-12,2
Cc1nc2cc(Cl)c(Cl)cc2n1-c1ccccn1,-6%,nt,-3%,-10,-2%,nt,-20,-8%,15,nt
COc1ccc(OC)c(-c2csc(N(Cc3ccco3)C(=O)c3cccs3)n2)c1,1%,-1%,15%,4,21%,-2%,-10,5%,5,-4
O=C(Nc1ccccc1[N+](=O)[O-])c1cc2ccccc2nc1Cl,1%,-1%,0%,5,?,-6%,-16,8%,-4,4
O=c1c2c3n(c(=S)nc2[nH]n1-c1ccccc1)CCCCC3,-5%,-1%,13%,-1,nt,-27%,-1,4%,2,-5
CCCCNC(=O)CCn1c(=O)c2ccccc2n(Cc2ccc(Cl)cc2)c1=O,-1%,0%,1%,15,1%,2%,0,2%[46.1 µM],-11,3

# Further records
structure,Tb PFK block,GALK inh,Chronic BCR inh,TSHR antag,AT treatment,CXXC DNA block,KCNH2 WT inh,TCR act,Giardia killer,Coupling enz
S=c1[nH]nc(-c2cccc3ccccc23)n1-c1cccnc1,-20%,5%,7%,3,-11%,4%,5,5%,-5,-4
O=C(C1CCCCC1)N1CCc2[nH]c3ccc(F)cc3c2C1,0%,-3%,?,-11,-2%,-13%,-7,5%,-8,-1
CC1CCN(S(=O)(=O)c2ccc3c(c2)N(CC(=O)N(C)Cc2ccco2)C(=O)CO3)CC1,0%,-6%,8%,9,0%,32%[activator],9,-7%,3,2
O=c1c2ccccc2nc(SCc2nnc(-c3ccccc3)o2)n1-c1ccccc1,3%,17%,1%,-10,1%,7%,-1,4%,3,-4

# Bioassay records (PubChem BioAssay)
